zfTRPN1 agonist – zebrafish TRPN1 (NompC) channel agonism | HEK293 zebrafish TRPN1-YFP, Fluo-8 calcium fluorescence; 100% = response to 87 µM carbachol | activation, % at 3 µM | 220,000 compounds, 0.18% hits | AID 1424;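 active = activation above its plate's cutoff, the mean activation of test wells on that plate plus 3 SD, cut at about 19% in these data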;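 also: 0% = DMSO alone and 100% = 87 µM carbachol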
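Assay system: Zebrafish TRPN1-YFP in HEK293 cells | Incubation: Dye loading 1 h at 37 °C, then 30 min room temperature | Measured by: Kinetic Fluo-8 fluorescence, ex 470-495, em 515-575 nm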
TRPML3 agonist – human mucolipin-3 channel agonism; activation, % at 3 µM; Q8TDD5; AID 1448; 220,000 compounds, 0.29% hits; HEK293 TRPML3-YFP, Fluo-8 calcium fluorescence; 100% = the carbachol control signal;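 active = activation above its plate's cutoff, the mean activation of the plate's test wells plus 3 SD, cut at about 12% in these data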;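 also: 0% = DMSO only wells and 100% = carbachol wells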
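Test system: HEK293 cells stably carrying human TRPML3-YFP; Doses: single dose, 3 µM final nominal compound, 0.3% DMSO final; Schedule: dye loading 1 h 37 °C then 30 min ambient, 125 s read; Technique: Fluo-8 calcium fluorescence; Benchmarks: high control carbachol 87 µM, low control DMSO.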
EBV gp42 block – EBV gp42 inhibition; Q1HVG2; Fluorescence polarization binding assay, mP read-out; inhibition, % (tested at 21.74 µM); 220,000 compounds, 0.42% hits; in the data active = inhibition above about 50%
Target sequence (Q1HVG2 whole entry, looked up): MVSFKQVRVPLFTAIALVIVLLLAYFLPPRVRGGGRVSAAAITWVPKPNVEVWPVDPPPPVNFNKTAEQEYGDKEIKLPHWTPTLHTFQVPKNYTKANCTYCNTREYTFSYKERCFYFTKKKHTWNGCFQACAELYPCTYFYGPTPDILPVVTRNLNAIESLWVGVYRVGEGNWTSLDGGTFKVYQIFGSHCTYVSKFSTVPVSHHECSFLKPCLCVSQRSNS
m-calpain inh – blocks pig calpain II enzyme activity; purified calpain II, fluorogenic peptide substrate, 30 min; inhibition, % at 16 µM; 220,000 compounds, 0.37% hits; AID 1236;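 active = inhibition above about 50%, limit read from the data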
thrombin 1536 – thrombin (human) inhibition. 220,000 compounds, 0.26% hits. P00734. inhibition, % at 5 µM. alpha-thrombin, Boc-VPR-AMC fluorogenic substrate cleavage;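 active = inhibition at or above 40%; inactive = inhibition below 40%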;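 also: 0% = enzyme with no compound and 100% = wells without enzyme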
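Material: human alpha-thrombin protein; Also added: Boc-VPR-AMC substrate, 15 µM final; Timing: enzyme reaction carried out at room temperature; Signal: fluorescence, ex 355 nm, em 460 nm; Measure: % inhibition of thrombin; Controls: enzyme without compound as high, wells lacking enzyme as low.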
KCC2 mod – modulators of human KCC2 chloride dependent transport; KCC2 cells, thallium flux FluoZin-2 fluorescence; B-score of Tl+ flux slope (higher = more flux/activation; lower = inhibition) at 10 µM; 190,000 compounds, 2.2% hits;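 active = thallium flux slope and its plate-corrected score both differing from the plate sample mean at a set confidence after two filtering rounds, in either direction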;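 also: slope of fluorescence scaled to starting intensity during 10 to 20 s after thallium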
Furin inh – inhibitors of human furin; P09958; purified furin, fluorogenic substrate cleavage; inhibition, % at 30 µM; 220,000 compounds, 0.061% hits; AID 463115; in the data active = inhibition above about 25%; also: inactives centre near -15
Target sequence (P09958 108-714 limits assumed): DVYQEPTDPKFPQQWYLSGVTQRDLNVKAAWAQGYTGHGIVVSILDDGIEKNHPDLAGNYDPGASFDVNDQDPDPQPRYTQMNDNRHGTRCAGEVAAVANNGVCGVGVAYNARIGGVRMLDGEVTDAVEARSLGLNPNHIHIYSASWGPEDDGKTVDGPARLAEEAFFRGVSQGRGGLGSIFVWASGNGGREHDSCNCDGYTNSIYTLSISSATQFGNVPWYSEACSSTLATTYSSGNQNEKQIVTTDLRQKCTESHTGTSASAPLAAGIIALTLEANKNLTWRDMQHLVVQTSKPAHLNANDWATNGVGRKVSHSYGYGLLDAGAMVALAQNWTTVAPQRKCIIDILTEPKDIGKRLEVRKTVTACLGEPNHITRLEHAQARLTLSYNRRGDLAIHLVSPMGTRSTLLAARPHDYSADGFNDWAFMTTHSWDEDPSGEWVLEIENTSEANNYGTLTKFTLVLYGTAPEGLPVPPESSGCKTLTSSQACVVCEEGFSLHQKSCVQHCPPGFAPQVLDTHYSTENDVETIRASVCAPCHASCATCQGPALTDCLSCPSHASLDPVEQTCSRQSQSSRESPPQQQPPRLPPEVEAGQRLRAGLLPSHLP
TbHK1 inh – blocks Trypanosoma brucei hexokinase 1 activity; recombinant TbHK1, G6PDH-coupled NADH A340; inhibition, % at 10 µM; 220,000 compounds, 0.11% hits;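 active = inhibition of 50% or more in the single-dose primary screen; inactive = inhibition below 50%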
PPC-1+TRAIL kill – compounds killing PPC-1 cancer cells with TRAIL present (potentiator screen, no TRAIL-free arm); 220,000 compounds, 0.41% hits; cell killing (% activity), % at 4 µM; PPC-1 cells + TRAIL, ATPLite viability luminescence;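 active = cell killing above 50% in the first pass at 4 µM, then a duplicate retest at 5 µM averaging 50% or more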;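 also: plate controls were cells with TRAIL plus DMSO for no effect and medium-only wells lacking cells for full effect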
* marks the source's active call; other numbers are inactive results; i = inactive; nt = no result given; [ ] = remark or other dose.

SMILES	zfTRPN1 agonist	TRPML3 agonist	EBV gp42 block	m-calpain inh	thrombin 1536	KCC2 mod	Furin inh	TbHK1 inh	PPC-1+TRAIL kill
COc1ccc(/C=C/C(=O)OCC(=O)NCc2cccs2)cc1OC	-0.9	0.1	-8.3	-29.8	-9.6	1.28	-15.8	-17.7	9.0
Cc1ccnc(NS(=O)(=O)Cc2ccccc2)c1	-0.3	0.3	-10.6	-84.3	0.8	0.284	1.3[20 µM]	-0.9	7.6
COc1ccc(CCNC(=O)C(=O)NCC2CCNCC2)cc1OC	1.3	-0.2	-2.1	-8.5	-0.7	0.52	-20.0	-9.4	-13.7
COc1ccc(NC(=S)N(CCN(C)C)C(C)c2ccncc2)cc1Cl (stereo not drawn)	1.5	0.8	-5.4	-6.9	0.7	0.065	-20.6	0.0	-3.9
CN1CC(=O)N(CC(=O)Nc2ccc(SC(F)F)cc2)C1=O	0.5	-0.1	-27.3	-13.5	-14.1	0.491	-18.8	4.1	30.1
Cc1cc2c3c(c1C)C1(C(=O)N3C(C)(C)CC2C)C(C#N)=C(N)OC2=C1C(=O)CC(C)(C)C2 (stereo not drawn)	1.4	-0.7	-14.9	22.2	-6.0	-0.0412	11.3[20 µM]	-8.5	14.3
CCOc1cccc(C(=O)NC(c2ccccc2)C(C)C)c1 (stereo not drawn)	-1.4	-1.1	-3.8	-5.3	-4.2	-1.41	-16.6	-3.0	11.7
CC(=O)Nc1cccc(NS(=O)(=O)c2ccccc2[N+](=O)[O-])c1	0.5	0.2	-19.6	13.5	-2.8	-0.419	-5.2	2.1	8.1
Clc1ncc2[nH]cnc2n1	1.4	0.1	-1.3	-18.4	-4.1	0.0264	-27.5	-3.5	-6.7
Cc1nc(-c2ccc(Cl)cc2)sc1C(=O)CBr	-0.4	0.7	-22.3	27.7	5.0	0.193	2.5	-11.9	11.1
Cc1cc(C)nc(NC(=O)c2c(-c3ccccc3Cl)noc2C)n1	-0.7	0.6	-15.6	15.7	24.8	nt	-12.2[20 µM]	1.9	10.1
COc1ccc(-c2csc(NC(=O)COC(=O)c3ccco3)n2)cc1	9.4	1.3	-28.3	22.8	-0.7	2.01	-13.4	0.5	32.1
CCCCNC(=O)c1ccc2nc(-c3ccco3)c(-c3ccco3)nc2c1	0.3	-0.1	10.0	-45.9	-3.0	-0.524	-26.5	-1.5	-1.5
CCCc1cc(C(F)(F)F)c(C#N)c(=O)[nH]1	0.2	0.6	-13.0	-401.1	-3.8	nt	-63.3[20 µM]	-35.8	9.1
COCCNS(=O)(=O)c1ccc(C)c(C)c1C	-0.9	1.2	-5.7	-19.6	4.0	0.351	-15.4	0.2	-11.4
Cc1ccc(S(=O)(=O)NN=C2CCN(Cc3ccccc3)CC2)cc1	0.0	0.0	-10.1	-10.0	1.3	-0.533	-24.5	2.5	11.1
COc1ccc(-n2c(SCC(=O)N3CCOCC3)nnc2C(C)N2CCCCC2)cc1 (stereo not drawn)	1.6	-0.2	9.8	-19.2	-6.9	0.15	-14.3	-1.1	-6.5
CCCc1ccc(Oc2cc(Cl)nc(N)n2)cc1	-0.5	0.5	-19.9	-2.5	3.8	0.46	-17.0	29.4	-0.3
Nc1c(N2CCCC2)cc(Cl)c2nonc12	2.6	1.3	11.1	6.1	-0.1	-0.846	-13.6[20 µM]	0.1	-4.4
CC(C)c1nnc(NC(=O)CCCCCN2C(=O)C3C4C=CC(C4)C3C2=O)s1 (stereo not drawn)	1.4	0.3	-21.9	-18.2	1.0	0.318	-16.1	-10.2	12.8
FC(F)(F)c1cccc(NC(=S)NCC(c2cccnc2)N2CCOCC2)c1 (stereo not drawn)	-1.1	0.3	-0.3	15.6	-5.0	0.0578	-10.7	-1.4	-1.1
COc1ccc(S(=O)(=O)NCCCCNS(=O)(=O)c2ccc(OC)cc2)cc1	-1.1	-0.6	2.7	-31.6	7.6	-0.726	-19.3[20 µM]	1.9	24.6
Cc1ccc(-c2csc(C3C(N)=NC(S)=C(C#N)C34CCCCC4)n2)cc1 (stereo not drawn)	0.0	0.9	3.2	-55.2	-2.0	-4.13	-4.1[20 µM]	-4.0	0.3
COc1ccc(CCNC(=O)c2cc(=O)[nH]c3ccc(Br)cc23)cc1OC	2.1	0.4	-10.8	-1.9	-2.4	0.734	-11.1	-7.1	15.8
COc1ccc2[nH]c3c(=O)n4c(nc3c2c1)SCC4	-1.4	1.0	-8.2	-283.5	-1.0	0.788	-25.6	-14.2	8.7
Nc1nc(Nc2cccc(F)c2)nc2ccccc12	-0.3	1.7	-1.1	-18.8	1.9	-2.08	-16.8	-3.8	28.0[5 µM]
FCCCOc1ccc(CN2CCN(c3ccccc3F)CC2)cc1	-0.5	0.5	6.3	13.4	3.7	0.42	-19.1	-0.3	0.7
COc1cc(NS(=O)(=O)c2ccc(NC(=S)NC(=O)c3sc4ccccc4c3Cl)cc2)ncn1	-1.2	0.1	-15.6	57.5*	-8.8	-0.971	-14.0	-1.9	14.0
COc1ccccc1NC(=O)Nc1c(C)nn(C)c1C	1.3	0.3	-11.3	27.5	-2.7	-0.561	-4.3	8.1	-5.1
CCOC(=O)N/N=C(/c1ccccc1)C1CCCCC1	0.1	1.1	-5.2	15.3	-3.2	-0.0128	-27.5	3.1	-5.5
O=C(O)C1C2C=CC(C2)C1C(=O)Nc1cccc(F)c1 (stereo not drawn)	-0.3	0.8	-9.5	13.1	2.9	-0.0349	-14.8[20 µM]	5.6	18.0
O=C(O)CNS(=O)(=O)Cc1ccccc1	-0.3	1.4	-5.2	-0.5	-5.9	-0.161	-28.0	-8.2	5.3
Nc1cc(=O)[nH]c(SCc2nc3ccccc3n2Cc2ccccc2)n1	-0.6	-0.3	2.9	24.3	-0.7	-0.00719	-16.1	2.4	-15.0
Fc1cccc(/C=C2\CCCC3=C2NC(=S)NC3c2cccc(F)c2)c1 (stereo not drawn)	0.6	0.4	-1.5	-8.2	-7.5	0.0838	-19.4	-4.6	-7.1
N#Cc1c(NCCN)nc(NCc2ccccc2)c2c1CCN(Cc1ccccc1)C2	0.1	-0.8	nt	nt	nt	-0.0814	-10.0	-6.2	11.7
CCc1sc(N(C(=O)Cc2ccccc2)c2cccc(F)c2)nc1-c1ccc(C)cc1	-0.2	0.0	-15.2	10.0	0.2	0.388	-13.4[20 µM]	-3.9	11.6
COC(=O)C1=C(C(=O)OC)[C@@H]2N(Cc3ccccc3)c3ccccc3[C@@]23C[C@@H](C(=O)OC)N(C(C)=O)C3=N1	nt	nt	-16.4	2.8	7.3	-1.13*	0.1	-26.1	22.0
CCCNC(=O)Cn1c(=O)oc2ccccc21	0.3	0.9	-18.8	5.6	-5.3	-0.0276	-14.8[20 µM]	5.1	23.5
Cc1ccc(N=Cc2cccc(O)c2O)c(C)c1	-0.1	-0.3	-16.9	18.4	0.4	nt	-15.9	5.0	-14.5
CC/C(C)=N/NC(=S)NCc1ccco1	0.3	0.7	-21.9	4.7	-4.0	-1.57	-11.6	2.7	-14.3

7 compounds from above, showing only TRPML3 agonist, thrombin 1536 and m-calpain inh.
| canonical_smiles | TRPML3 agonist | thrombin 1536 | m-calpain inh |
| --- | --- | --- | --- |
| FC(F)(F)c1cccc(NC(=S)NCC(c2cccnc2)N2CCOCC2)c1 (stereo not drawn) | 0.3 | -5.0 | 15.6 |
| COc1ccc(S(=O)(=O)NCCCCNS(=O)(=O)c2ccc(OC)cc2)cc1 | -0.6 | 7.6 | -31.6 |
| Cc1ccc(-c2csc(C3C(N)=NC(S)=C(C#N)C34CCCCC4)n2)cc1 (stereo not drawn) | 0.9 | -2.0 | -55.2 |
| COc1ccc(CCNC(=O)c2cc(=O)[nH]c3ccc(Br)cc23)cc1OC | 0.4 | -2.4 | -1.9 |
| COc1ccc2[nH]c3c(=O)n4c(nc3c2c1)SCC4 | 1.0 | -1.0 | -283.5 |
| Nc1nc(Nc2cccc(F)c2)nc2ccccc12 | 1.7 | 1.9 | -18.8 |
| FCCCOc1ccc(CN2CCN(c3ccccc3F)CC2)cc1 | 0.5 | 3.7 | 13.4 |

(cont.)
SMILES	zfTRPN1 agonist	TRPML3 agonist	EBV gp42 block	m-calpain inh	thrombin 1536	KCC2 mod	Furin inh	TbHK1 inh	PPC-1+TRAIL kill
CC(Cc1ccccc1)C(=O)N1CCN(C)CC1 (stereo not drawn)	0.8	0.4	-13.6	-6.0	-2.4	-0.193	-8.6	-0.3	6.0
O=C(/C=C/c1cccs1)NC(=S)Nc1ccc(C(=O)O)cc1	-0.4	0.4	-13.4	-7.6	-0.9	-0.158	-26.5	6.7	-6.9
O=C(c1cccc([N+](=O)[O-])c1)n1nc(-c2ccccc2)nc1NCc1ccccc1	-0.2	0.3	-16.2	22.0	66.9*	0.0534	-7.3	2.4	1.4
O=C(O)CSCC(=O)NCc1ccccc1Cl	1.5	0.9	-4.5	-16.4	2.0	0.216	-29.2	3.1	24.3
COc1ccc(N2C(=O)c3ccccc3NC23CCCCC3)cc1	1.0	-0.1	-9.6	-292.8	2.3	nt	-26.8	-14.6	1.3
O=C(NCc1cccnc1)C1CCC(c2ccc(Cl)cc2)CC1 (stereo not drawn)	9.8	4.5	-1.8	7.2	-5.0	-2.9	-17.3	-5.1	7.8
Cc1ccc(C(=O)N/N=C/c2ccc(-c3cccc(C(F)(F)F)c3)o2)cn1	3.2	1.6	-12.3	-59.4	1.5	2.37	-23.4	-22.6	-19.0
O=S(=O)(CCN1CCN(c2ccccn2)CC1)c1ccc(Cl)cc1Cl	-0.2	0.6	-10.5	9.3	6.0	0.0841	-11.1	7.0	5.5
CCOC(=O)C(=O)Nc1ccc(F)cc1	0.8	1.1	-19.4	-1.0	-2.4	nt	-25.9[20 µM]	-2.0	12.3
CCn1c(SCC(=O)Nc2cc(NC(C)=O)ccc2OC)nnc1-c1ccncc1	-1.1	0.1	-6.7	-15.6	-6.9	-0.839	-9.0[20 µM]	-1.8	-7.9
COc1ccc(C2(NC(C)=O)CCN(C(=O)c3cccs3)CC2)cc1	0.9	0.4	5.2	9.3	-2.2	0.731	-16.3[20 µM]	5.3	14.3
O=C(C#Cc1ccccc1)c1cccc([N+](=O)[O-])c1	0.1	2.5	-5.1	-40.1	-0.6	0.951	-3.3[20 µM]	6.1	10.5
CSc1ccccc1NC(=O)CN(C)Cc1cc(=O)n2ccsc2n1	0.7	-0.8	-16.3	-44.6	-2.8	-0.0541	-27.7	-5.4	14.8
N#Cc1nc(-c2cccc(Cl)c2)oc1NCc1cccnc1	0.5	0.6	-7.0	i	-4.0	1.65	-2.6[20 µM]	-21.4	22.9

3 compounds drawn at random from the list so far:
SMILES	zfTRPN1 agonist	TRPML3 agonist	EBV gp42 block	m-calpain inh	thrombin 1536	KCC2 mod	Furin inh	TbHK1 inh	PPC-1+TRAIL kill
O=C(/C=C/c1cccs1)NC(=S)Nc1ccc(C(=O)O)cc1	-0.4	0.4	-13.4	-7.6	-0.9	-0.158	-26.5	6.7	-6.9
CCn1c(SCC(=O)Nc2cc(NC(C)=O)ccc2OC)nnc1-c1ccncc1	-1.1	0.1	-6.7	-15.6	-6.9	-0.839	-9.0[20 µM]	-1.8	-7.9
O=S(=O)(CCN1CCN(c2ccccn2)CC1)c1ccc(Cl)cc1Cl	-0.2	0.6	-10.5	9.3	6.0	0.0841	-11.1	7.0	5.5
